Screening data deposited in PubChem by several laboratories.
MrgX1 allo act = human MrgX1 positive allosteric modulation, primary screen; B-score at 10 µM; Q96LB2; 310,000 compounds, 0.63% hits; MrgX1-HEK293, Fluo-4 calcium flux, FDSS; stronger effect = higher value; AID 588675;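 active = plate-corrected calcium response at least 3 library SD above typical, normal starting fluorescence, not activating the receptor alone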;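 note: compound read alongside a low EC10 to EC30 dose of BAM8-22 agonist; peak minus trough fluorescence over baseline measured at the second addition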
Target sequence (Q96LB2 whole entry, looked up): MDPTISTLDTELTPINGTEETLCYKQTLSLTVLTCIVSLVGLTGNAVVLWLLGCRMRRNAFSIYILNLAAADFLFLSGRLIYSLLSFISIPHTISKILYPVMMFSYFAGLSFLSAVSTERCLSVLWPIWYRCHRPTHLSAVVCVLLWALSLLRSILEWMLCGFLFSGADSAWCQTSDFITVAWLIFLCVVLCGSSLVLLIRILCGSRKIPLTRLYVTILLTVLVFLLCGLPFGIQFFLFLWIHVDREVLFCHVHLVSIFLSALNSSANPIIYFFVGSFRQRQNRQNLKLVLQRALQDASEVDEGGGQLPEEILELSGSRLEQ
HIF act = HIF pathway transcriptional activation; U2OS HRE-luciferase reporter, luminescence; normalized: DMSO 0%, desferrioxamine 100%; activation, % at 7.5 µM (by protocol); 300,000 compounds, 0.32% hits; AID 1910;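 active = mean activation of at least 10% of the iron chelator positive control signal, with at least half of replicates also reaching 10%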
TRPC6 inh = blocks the mouse TRPC6 cation channel | B-score at 10 µM | Q61143 | AID 2553 | HEK293-TRPC6, membrane potential dye, ACh-evoked depolarization; stronger effect = lower value | 310,000 compounds, 1.1% hits;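 active = B-score under library mean minus 3 SD, initial fluorescence not abnormally high, positive integrated signal ratio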;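 note: B-score derived from integrated fluorescence ratio over the kinetic read; more negative B-score means stronger inhibition of depolarization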
AI-2 QS modul = Vibrio harveyi AI-2 quorum sensing modulation; Vibrio harveyi JMH597 AI-2 luminescence/OD600 ratio, 9 h; stronger effect = lower value; strain lacks LuxN and CqsS sensors; 0 = neutral-control median; activity change, % at 7.5 µM; 300,000 compounds, 0.4% hits; in the data active = activity change below about -75%, passing the limit was not always enough;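 note: luminescence divided by OD600 gain over 9 h not by final OD600 alone; inactives centre near 13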
TRPC4 inh = TRPC4 (mouse) channel inhibition. Q9QUQ5. HEK293 TRPC4beta/mu-opioid, DAMGO-evoked Fluo4 calcium flux; stronger effect = lower value. 300,000 compounds, 0.39% hits. AID 2247. B-score at 10 µM;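 active = B-score over 3 SD under the library average, no early fluorescence shift, positive overall ratio signal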
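Assay system: Stable TRPC4beta/mu-opioid receptor HEK293 cells | Reagent: DAMGO in two steps, submaximal then maximal | Compound dosing: Single concentration per test compound | Signal: Fluo4 Ca2+ flux fluorescence | Evaluation: Per-well B score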
TRPC4 PAM = TRPC4 (mouse) allosteric potentiation; AID 2227; HEK293 TRPC4beta/mu-opioid, DAMGO EC20, Fluo-4 Ca2+ flux; stronger effect = higher value; B-score at 10 µM; 310,000 compounds, 0.42% hits; Q9QUQ5;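 active = B-score of calcium response area above 5 SD of library B-scores, with initial fluorescence ratio within 5 SD of library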;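 note: B-score of integrated fluorescence ratio over time as area under calcium response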
MrgX1 antag = antagonists of human MrgX1 receptor | 310,000 compounds, 1.3% hits | Q96LB2 | MRGX1-HEK293 calcium flux, Fluo-4, BAM8-22 antagonism; stronger effect = lower value | B-score at 10 µM;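 active = calcium-response B-score plate-corrected more than 3 library SD below zero, starting fluorescence within 5 deviations, no agonist response on first addition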;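 note: peak minus trough fluorescence over baseline after final BAM8-22 challenge near maximal dose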
PolyA inh = blocks polyadenylation in yeast reporter cells; 300,000 compounds, 0.02% hits; calls only at 12 µM; S. cerevisiae SKY197-pL101 polyadenylation reporter, beta-gal luminescence; efflux-impaired pdr1/pdr3 knockout yeast; score 100 = 6 SD above DMSO;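 active = lowest replicate activity score at least 50, where 100 means six control SD above control mean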;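 note: yeast exposed to compound for 9 h at 30 °C; higher score means more reporter readthrough which indicates perturbed polyadenylation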
MrgX1 ag = activates human MrgX1 receptor signaling | Q96LB2 | MrgX1-HEK293 cells, Fluo-4 calcium fluorescence, agonist mode; stronger effect = higher value | B-score at 10 µM | 310,000 compounds, 0.44% hits | AID 588627;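 active = calcium response B-score plate-corrected fluorescence ratio at least 3 library SD, with starting fluorescence B-score inside 5 SD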
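Assay system: stable human MrgX1 HEK293 cell line. Quantity: 15,000 cells per well. Schedule: cells plated overnight, dye loaded 0.5 h 37 °C, 0.5 h room temperature. Detection: Fluo-4 NW calcium-flux fluorescence, kinetic read. Read-out basis: peak-minus-minimum fluorescence over baseline, converted to B scores. Control set: positive and negative control wells on each plate.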
TRPC6 activator = activators of mouse TRPC6 channel. HEK293-TRPC6 membrane potential dye fluorescence; stronger effect = higher value. B-score at 10 µM. Q61143. 310,000 compounds, 0.13% hits;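 active = B-score of the integrated fluorescence ratio above library mean plus 3 SD, and starting fluorescence ratio within library mean plus 5 SD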;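 note: higher score means more depolarization so channel activation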
TRPC4 act = TRPC4 (mouse) channel activation; Q9QUQ5; AID 2237; B-score at 10 µM; HEK293 TRPC4beta/mu-opioid, Fluo4 calcium fluorescence; stronger effect = higher value; 310,000 compounds, 0.49% hits;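 active = B-score above 5 SD of library B-scores, and initial fluorescence ratio not above library mean plus 5 SD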;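 note: positive B-score marks a calcium rise read as TRPC4 activation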
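Material: TRPC4beta and mu-opioid receptor HEK293 stable cells | Incubation: 45 min room-temperature Fluo4 loading, 110 s read | Detection: Kinetic Fluo4 calcium fluorescence | Measure: Integrated baseline-normalised fluorescence ratio, converted to per-well B score | Benchmarks: Low control buffer alone, high control maximal DAMGO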
An asterisk follows results filed as active; i = inactive; · = not tested or not shown.

Screens in order: MrgX1 allo act | HIF act | TRPC6 inh | AI-2 QS modul | TRPC4 inh | TRPC4 PAM | MrgX1 antag | PolyA inh | MrgX1 ag | TRPC6 activator | TRPC4 act
- CN(C)S(=O)(=O)c1ccc(S(=O)(=O)N2CCCC(C(=O)NC3CC3)C2)cc1 (stereo not drawn)
 : i | 0.0 | i | 42 | i | i | i | i | i | i | i
- CCn1c(C)cc(/C=C2/NC(=O)N(c3ccccc3)C2=O)c1C
 : i | 1.2 | i | 14 | i | i | i | i | i | i | i
- NS(=O)(=O)c1ccc(NC(=O)CCC(=O)c2ccc(Cl)s2)cc1
 : i | -0.5 | i | 27 | i | i | i | i | i | i | i
- CCCC(c1nnnn1C(C)(C)C)N1CCN(C(=O)c2ccco2)CC1 (stereo not drawn)
 : i | 0.2 | i | 18 | i | i | i | i | i | i | i
- COc1ccccc1N1CCN(C(=O)CSc2nc(-c3ccco3)cc(C(F)(F)F)n2)CC1
 : i | -0.1 | i | 22 | i | i | i | i | i | i | i
- Cc1ccc(C)n1-n1cnc2sc3c(c2c1=O)CCCCC3
 : i | -1.6 | i | 18 | i | i | i | i | i | i | i
- COc1ccc(OCCN(C)CC(=O)Nc2ccccc2SC)cc1
 : i | -0.1 | i | -6 | i | i | i | i | i | i | i
- O=C(O)CN1C(=O)c2ccc(Oc3ccc([N+](=O)[O-])cc3)cc2C1=O
 : i | -1.1 | i | 16 | i | i | i | i | i | i | i
- CCCn1c2ccccc2c2cc(C(=O)O)ccc21
 : i | -0.4 | i | 30 | i | i | i | i | i | i | i
- C#Cc1ccc([C@@H]2C=C(C(=O)O)O[C@H](OCC)[C@H]2CCCO)cc1
 : i | 0.5 | i | 8 | i | i | i | i | i | i | i
- N#CCSc1nnc(-c2ccccc2O)n1Cc1ccccc1
 : i | 0.2 | i | 7 | i | i | i | i | i | i | i
- CC(=O)NC1=NN(C(C)=O)C2(CCCC2)S1
 : i | -0.6 | i | 2 | i | i | i | i | i | i | i
- COc1ccc(S(=O)(=O)NCC2CCCN(Cc3ccc(OC)cc3F)C2)cc1 (stereo not drawn)
 : i | 1.2 | i | 29 | i | i | i | i | i | i | i
- CCOC(=O)/C=c1\s/c(=C\c2c(OCC)ccc3ccccc23)c(=O)n1CC(=O)NCC1CCCO1 (stereo not drawn)
 : i | -0.1 | i | 45 | i | i | i | i | i | i | i
- CC(C)[C@H](NC(=O)OC(C)(C)C)C(=O)N/N=C/c1ccc2nccnc2c1
 : i | 0.3 | i | 17 | i | i | i | i | i | i | i
- CCNC(=O)/C(C#N)=C/c1c(N2CC(C)OC(C)C2)nc2ccccn2c1=O (stereo not drawn)
 : i | 0.4 | i | 19 | i | i | i | i | i | i | i
- Cc1cc(C)cc(OCC(O)CN2CCN(C(=O)c3ccco3)CC2)c1 (stereo not drawn)
 : i | -0.1 | i | 15 | i | i | i | i | i | i | i
- CCOC(=O)C1(CCc2ccccc2)CCN(Cc2ccn[nH]2)CC1
 : i | 0.2 | i | 13 | -6* | i | i | i | i | i | i
- CC(=O)NC(C)(CC(=O)c1ccccc1)c1ccccc1 (stereo not drawn)
 : i | -0.2 | i | 16 | i | i | i | i | i | i | i
- O=C(C1CCOCC1)N1CCC(CO)(CCc2ccccc2)CC1
 : i | -0.1 | i | 15 | i | i | i | i | i | i | i
- CC(C)[C@H](NC(=O)c1cccc(S(=O)(=O)N2CCOCC2)c1)C(=O)Nc1nc2ccccc2s1
 : i | 1.4 | i | 30 | i | i | i | i | i | i | i
- C=CCOc1cccc(C2C(C(=O)c3ccco3)=C(O)C(=O)N2CCN(CC)CC)c1 (stereo not drawn)
 : i | -0.3 | i | -9 | i | i | i | i | i | i | i
- CCN(CCCNC(=O)c1nn(C)c2c1CS(=O)(=O)c1ccccc1-2)Cc1ccccc1
 : i | 0.2 | i | · | i | i | i | i | i | i | i
- CCn1c(CNC(=O)c2cc(OC)c(OC)c(OC)c2)cc2ccccc21
 : i | 0.6 | i | -2 | i | i | i | i | i | i | i
- O=C(N/N=C/c1cc(Br)cc([N+](=O)[O-])c1O)c1ccc(NC(=O)c2ccc(F)cc2)cc1
 : i | 0.0 | i | 95 | i | i | i | i | i | i | i
- CC(=O)c1c(C)n(CC(=O)NCc2ccc3c(c2)OCO3)c2ccccc12
 : i | -0.1 | i | 23 | i | i | i | i | i | i | i
- COc1ccc(CNS(=O)(=O)c2ccc(-c3ccc(=O)[nH]n3)s2)cc1OC
 : i | -0.2 | i | -4 | i | i | i | i | i | i | i
- CSc1ccc(-c2nc(CSCC(=O)NCCCN3CCCC3=O)c(C)o2)cc1
 : i | -0.3 | i | 22 | i | i | i | i | i | i | i
- CCOc1ccc(S(=O)(=O)N2CCC(C(=O)N3CCc4ccccc4C3)CC2)cc1
 : i | -0.5 | i | 29 | i | i | i | i | i | i | i
- CC(=O)N(CCCc1ccc(C(C)(C)C)cc1)CCCN(C)C
 : i | -0.4 | i | 10 | i | i | i | i | i | i | i
- c1ccc(-c2cn3c(n2)CCC3)cc1
 : i | 0.1 | i | 10 | i | i | i | · | i | i | i
- O=C(CSc1cccc[n+]1[O-])Nc1cccc(Oc2ccccc2)c1
 : i | 0.0 | i | 1 | i | i | i | i | i | i | i
- COC(=O)[C@@H](NC(=O)Nc1cccc(Br)c1)C(C)C
 : i | 0.2 | i | 25 | i | i | i | i | i | i | i
- O=C(Nc1ccc(Oc2ccccc2)nc1)C1CCCCN1Cc1ccc(OCCO)cc1 (stereo not drawn)
 : i | 0.7 | i | 14 | i | i | i | i | i | i | i
- CC1(C)C2CC[C@]3(C)C(CC=C4[C@@H]5C[C@@](C)(CO)[C@@H](O)C[C@]5(C(=O)O)CC[C@]43C)[C@@]2(C)CC[C@@H]1O (stereo partly drawn)
 : i | 0.2 | i | -11 | i | i | i | i | i | i | i
- CCOC(=O)c1cn(Cc2ccc(C)cc2)c2cc(F)ccc2c1=O
 : i | -1.2 | i | 27 | i | i | i | i | i | i | i
- Cc1noc(C)c1CSc1nnnn1-c1ccc(Cl)cc1
 : i | 0.0 | i | 13 | i | i | i | i | i | i | i
- CCC(C)(C(=O)NC1CCCC1)N(C(=O)CNC(=O)c1ccccc1)c1c(C)n(C)n(-c2ccccc2)c1=O (stereo not drawn)
 : i | -0.3 | i | 9 | i | i | i | i | i | i | i
- O=C(COC(=O)C1CCN(c2ccc(C(F)(F)F)cn2)CC1)c1cccc(Br)c1
 : i | 0.4 | i | 10 | i | i | i | i | i | i | i
- COc1cc(C(=O)NC(=S)Nc2cccc3nc(C)ccc23)cc(OC)c1OC
 : i | -1.1 | i | -3 | i | i | i | i | i | i | i
- CCOC(=O)C1CCN(c2c(NC3CCCCCCC3)c(=O)c2=O)CC1
 : i | -0.5 | i | 30 | i | i | i | i | i | i | i
- COc1cccc(-c2csc(N3CCN(CC(=O)NNC(=O)c4ccc(Cl)cc4)CC3)n2)c1
 : i | 0.4 | i | 7 | i | i | i | i | i | i | i
- O=C(NNc1cc(N2CCCC2)nc(N2CCCC2)n1)c1ccc([N+](=O)[O-])cc1
 : i | -1.4 | i | 28 | i | i | i | i | i | i | i
- N/C(=N\OC(=O)c1ccc2c(c1)OCO2)c1cccc(Br)c1
 : i | 4.4 | i | -54 | i | i | i | i | i | i | i
- Cc1ccccc1Cn1c(=O)n(CCC(=O)NCc2ccc3c(c2)OCO3)c(=O)c2ccccc21
 : i | 0.6 | i | 13 | i | i | i | i | i | i | i
- O=C(COC(=O)c1ccco1)NCc1ccc2c(c1)OCO2
 : i | 0.1 | i | 11 | i | i | i | i | i | i | i
- CC(CCc1ccco1)NC(=O)c1cc2c(-c3ccccc3F)nn(C)c2s1 (stereo not drawn)
 : i | -0.3 | i | 14 | i | i | i | i | i | i | i
- CCCCSc1nc2c(cnn2-c2ccccc2)c(=O)n1N
 : i | 1.4 | i | 2 | i | i | i | i | i | i | i
- O=C(Cc1ccc(Br)cc1)Nc1ccccc1Sc1ccccc1
 : i | -0.4 | i | 14 | i | i | i | i | i | i | i
- COc1ccccc1NC(=O)CN1C(=O)COc2ccc(S(=O)(=O)N3CCOCC3)cc21
 : i | 0.2 | i | 13 | i | i | i | i | i | i | i
- Cn1c(SCC(=O)c2cc(Cl)c(Cl)s2)nnc1-c1ccco1
 : i | 0.6 | i | 9 | i | i | -4.8* | i | i | i | i
- Cc1ccc(NC(=O)N(C)c2ccccc2)cc1
 : i | 1.9 | i | 27 | i | i | i | i | i | i | i
- O=C(NCCCN1CCOCC1)c1ccc2c(=O)n(CCc3ccccc3)c(=O)[nH]c2c1
 : i | 1.5 | i | 15 | i | i | i | i | i | i | i
- Cc1ccc(-n2c(N)c(C(N)=O)sc2=S)c(C)c1
 : i | 0.8 | i | 6 | i | i | i | i | i | i | i
- CCN(CC)S(=O)(=O)c1ccc2[nH]c(=O)c3ccccc3c2c1
 : i | -1.0 | i | 11 | i | i | i | i | i | i | i
- O=C(CSCc1ccc(Cl)cc1)Nc1ccc(-c2nnc(-c3ccccc3)o2)cc1
 : i | 0.7 | i | 24 | i | i | i | i | i | i | i
- COc1ccc(NC(=O)n2ncc3cc(Cl)ccc32)cc1OC
 : i | -14 | i | 17 | i | i | i | i | i | i | i
- O=C(CN1CCN(Cc2ccccc2Cl)CC1)N/N=C/c1ccco1
 : i | -0.4 | i | 5 | i | i | i | i | i | i | i
- CCOc1ccc(/C=N/NC(=O)COc2ccccc2-c2ccccc2)cc1
 : i | 0.0 | i | 0 | i | i | i | i | i | i | i
- Cc1ccc(NC(=O)c2ccc(CSc3nnc(C)s3)cc2)c(C)c1
 : i | 1.3 | i | 13 | i | i | i | i | i | i | i
- COc1ccccc1/C=C1/C(=O)N(c2ccccc2)N=C1C
 : i | -0.8 | i | 3 | i | i | i | i | i | i | i
- CC(=O)c1cccc(NC(=O)c2cc(-c3ccc(C)cc3)on2)c1
 : i | · | i | -6 | i | i | i | i | i | i | i
- Cc1cnc(NC(=O)c2cc3c(s2)CCCC3)s1
 : i | -2.7 | i | -4 | i | i | i | i | i | i | i

The list is partial (hit frequency here may not be typical).
